# MsrA act – activates bovine MsrA enzyme; 360,000 tested, 0.3% active; activation, % at 10.6 µM; AID 602163; purified bovine MsrA, absorbance read-out; in the data active = activation above about 7.5%;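 also: 0% = vehicle and 100% = reference activator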
# SKN-1 inh – inhibitors of C. elegans SKN-1 | C. elegans VP596 Pgst-4::GFP/RFP ratio, acrylamide-induced, 24 h | inhibition, % at 21.8 µM | 360,000 tested, 0.49% active | AID 624304;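 active = interference check ratio from 0.5 to 1.5 plus GFP to RFP signal ratio inhibition reaching or exceeding a fixed threshold, cut at about 30% in these data, passing the limit was not always enough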; also: some compounds called inactive have numbers as strong as hits
# MT1-MMP act inh – inhibitors of human MT1-MMP activation. GFP/RFP ratio change, % at 20 µM. 360,000 tested, 0.061% active. P50281. HT1080 RFP-PRO-GFP cells, GFP/RFP ratio fluorescence, overnight; percent of plate control window, DMSO zero. AID 651647;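 active = GFP/RFP ratio change of at least 30% with cell ATP level not reduced by more than half and red fluorescence within 50% of control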; also: strong numbers were not always called active
#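 Assay system: HT1080 cells carrying an RFP-PRO-GFP reporter | Dosing: Single dose of 20 µM compound, 1% DMSO final | Incubation: Cells overnight before dosing, compound overnight, 37 °C, 5% CO2 | Evaluation: GFP/RFP fluorescence ratio | Control set: DMSO and RFP-L50D-GFP cell wells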
# FAS-TE inh – blocks the thioesterase domain of human fatty acid synthase; AID 602261; recombinant FAS-TE, OMFH fluorogenic substrate, fluorescence endpoint; inhibition, % at 15 µM; 360,000 tested, 0.67% active; P49327;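 active = compounds whose normalised, plate-corrected inhibition of enzyme fluorescence in the single-dose primary screen is 50% or more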;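 also: 0% = DMSO with enzyme and 100% = substrate without enzyme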
# NRP1-CendR mod – modulators of CendR peptide binding to human neuropilin-1; O14786; FAM-RPARPAR peptide binding to NRP-1, fluorescence polarization; inhibition, % at 25 µM; 360,000 tested, 0.85% active;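 active = inhibition or corrected inhibition above about 18%, plus a signal ratio from 0.5 to 1.5, limit read from the data, passing the limit was not always enough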; also: strong numbers were not always called active
# Target sequence (O14786 whole entry, looked up): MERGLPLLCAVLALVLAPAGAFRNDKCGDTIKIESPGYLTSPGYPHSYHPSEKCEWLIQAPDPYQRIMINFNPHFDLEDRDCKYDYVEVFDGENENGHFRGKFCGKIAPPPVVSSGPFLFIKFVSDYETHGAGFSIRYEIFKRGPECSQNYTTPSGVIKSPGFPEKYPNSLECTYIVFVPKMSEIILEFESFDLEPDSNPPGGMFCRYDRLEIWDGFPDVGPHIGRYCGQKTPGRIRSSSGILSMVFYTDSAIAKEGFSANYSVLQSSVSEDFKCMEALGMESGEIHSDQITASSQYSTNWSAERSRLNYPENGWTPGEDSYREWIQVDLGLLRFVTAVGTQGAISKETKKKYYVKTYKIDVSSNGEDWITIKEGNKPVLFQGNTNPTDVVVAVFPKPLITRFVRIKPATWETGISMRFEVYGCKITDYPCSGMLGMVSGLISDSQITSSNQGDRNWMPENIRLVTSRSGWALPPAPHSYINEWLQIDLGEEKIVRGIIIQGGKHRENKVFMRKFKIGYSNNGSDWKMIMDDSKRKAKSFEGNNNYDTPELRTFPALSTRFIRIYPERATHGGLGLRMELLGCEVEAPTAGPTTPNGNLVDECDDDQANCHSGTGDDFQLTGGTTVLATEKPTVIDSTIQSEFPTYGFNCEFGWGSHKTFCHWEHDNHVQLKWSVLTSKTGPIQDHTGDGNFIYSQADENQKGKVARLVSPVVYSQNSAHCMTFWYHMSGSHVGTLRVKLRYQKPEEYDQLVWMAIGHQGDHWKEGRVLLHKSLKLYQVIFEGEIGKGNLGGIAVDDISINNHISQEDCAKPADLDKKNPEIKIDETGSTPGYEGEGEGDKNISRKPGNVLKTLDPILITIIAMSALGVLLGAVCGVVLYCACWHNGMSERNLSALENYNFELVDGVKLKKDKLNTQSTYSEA
# Rin1-Abl PPI inh – blocks binding of human Rin1 to Abl | P00519+Q13671 | TR-FRET Rin1/Abl binding, biochemical | inhibition, % at 7.35 µM | 360,000 tested, 0.4% active | AID 588664; in the data active = inhibition above about 5%, passing the limit was not always enough
# Neddyl block – inhibitors of human cullin neddylation | P61081+Q13564 | TR-FRET cullin neddylation, biochemical | calls only at 25 µM | 360,000 tested, 0.58% active | AID 651699; in the data active = inhibition above about 36%
# eLon inh – inhibitors of E. coli Lon protease; 360,000 tested, 0.42% active; purified E. coli Lon protease, fluorescence polarization; P0A9M0; AID 602123; inhibition, % at 7.94 µM; in the data active = inhibition above about 13%, passing the limit was not always enough;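 also: 0% = enzyme with probe and DMSO and 100% = no enzyme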
# MsrA inhibitor – inhibits bovine methionine sulfoxide reductase A | purified bovine MsrA, absorbance read-out | inhibition, % at 15.5 µM | 360,000 tested, 0.75% active; in the data active = inhibition above about 4.5%;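 also: 0% = vehicle wells with enzyme and 100% = reference inhibitor wells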
# Numbers without * were called inactive; i = inactive; nt = not tested or not shown.
compound	MT1-MMP act inh	MsrA inhibitor	NRP1-CendR mod	FAS-TE inh	Neddyl block	SKN-1 inh	Rin1-Abl PPI inh	MsrA act	eLon inh
CCOC(=O)C(C(C)=O)c1c(Br)c(O)c(O)c2c(C(=O)c3ccc(C)cc3)coc12 (centres undefined)	-14.9	1.1	0.3	22.4	i	6.3	2.8	-8.6	2.0
C=CC[n+]1c(-c2ccc(C)cc2)csc1Nc1ccc(NC(C)=O)cc1	1.2	-0.3	6.0	14.5	i	-9.1	2.2	-1.7	-1.5
O=C1SC(c2ccccc2)=N/C1=C/c1ccco1	-17.6	1.5	-8.6	-8.5	nt	10.1	-4.8	-6.8	-8.0
Cc1cccc(CN2CCN(Cc3ccco3)CC2)c1	-0.9	0.3	-3.0	-7.2	i	-4.7	0.1	-2.1	1.0
O=C(N/N=C/c1cccc(Oc2ccccc2)c1)c1ccccc1Br	-9.7	1.9	6.8	24.7	i	7.1	3.6	-1.4	-3.4
NS(=O)(=O)c1cccc(NC(=O)CC23CC4CC(C2)CC(CC(=O)Nc2cccc(S(N)(=O)=O)c2)(C4)C3)c1	-5.4	0.2	8.0	2.2	i	8.9	0.7	0.1	10.7
CCCCOc1ccc(C2=CSC3=NCCN23)cc1[N+](=O)[O-]	6.9	0.4	-12.0	-157.7	i	12.7	-0.6	-1.9	-1.3
CCN(CC)c1ccc(C2NC(=O)NC(C)=C2C(=O)Nc2ccccc2)cc1 (centres undefined)	1.9	-0.2	-65.8	-9.8	i	13.1	-0.9	-4.9	-27.8
COc1cc(/C=N/n2cnnc2)ccc1OCCOc1ccccc1	3.5	1.3	9.7	-8.4	i	0.6	-3.4	-6.6	-4.5
CN1CCN(c2nc3c(c(=O)[nH]c(=O)n3C)n2Cc2cccc3ccccc23)CC1	-6.7	-1.3	0.4	-4.7	i	-18.6	-1.9	3.5	-6.7
O=C(C[C@H]1C/C=C\CC[C@H](Cc2ccc(F)cc2)C(=O)OC[C@H]2CCCN2C1=O)N[C@H](CO)Cc1ccccc1	-2.8	-0.1	-7.9	-5.9	i	-11.6	0.4	1.2	-4.2
CCc1sc(C(=O)Nc2ccc(N3CCOCC3)cc2)cc1C	3.1	0.5	-2.3	1.7	i	0.1	4.2	-2.5	0.3
CCCCN=c1scc(-c2ccc3c(c2)NC(=O)CO3)n1N=C1CCCC1	-22.4	nt	-22.1	19.5	i	-11.0	-1.1	0.1	-7.5
CC1CN(c2nc(-c3ccc(Br)cc3)nnc2-c2ccccc2)CC(C)N1 (centres undefined)	-7.7	1.5	1.4	-3.0	i	19.8	-3.8	0.4	-0.6
CCOc1ccc(Cn2nnc(C(=O)Nc3cc(OC)cc(OC)c3)c2N)cc1	-0.1	0.0	-13.1	14.9	i	9.8	-2.9	-1.7	-6.2

# Gathered by group, those above with a furan ring, fused or not
compound	MT1-MMP act inh	MsrA inhibitor	NRP1-CendR mod	FAS-TE inh	Neddyl block	SKN-1 inh	Rin1-Abl PPI inh	MsrA act	eLon inh
CCOC(=O)C(C(C)=O)c1c(Br)c(O)c(O)c2c(C(=O)c3ccc(C)cc3)coc12 (centres undefined)	-14.9	1.1	0.3	22.4	i	6.3	2.8	-8.6	2.0
O=C1SC(c2ccccc2)=N/C1=C/c1ccco1	-17.6	1.5	-8.6	-8.5	nt	10.1	-4.8	-6.8	-8.0
Cc1cccc(CN2CCN(Cc3ccco3)CC2)c1	-0.9	0.3	-3.0	-7.2	i	-4.7	0.1	-2.1	1.0

# Next part:
compound	MT1-MMP act inh	MsrA inhibitor	NRP1-CendR mod	FAS-TE inh	Neddyl block	SKN-1 inh	Rin1-Abl PPI inh	MsrA act	eLon inh
O=C(NCc1nnnn1-c1ccc(F)cc1)c1ccc2c(c1)OCO2	-0.6	-1.4	3.0	-10.5	i	6.3	1.6	-3.8	18.0
CCOC(=O)Nc1ccc(S(=O)(=O)Nc2cc(C)on2)cc1	3.4	-1.7	-7.3	-6.9	i	31.2	2.0	-1.5	1.3
O=[N+]([O-])c1c(Nc2ccc(Br)cc2)ccc2nonc12	4.6	-0.3	-4.4	0.2	i	-5.7	-2.6	-2.2	-4.2
CC(=O)c1cccc(-n2c(CCC(=O)O)ccc2-c2cccs2)c1	-4.9	2.1	-34.3	-3.4	i	5.1	0.3	-7.1	-6.6
COc1cc(C(=O)N2CCN(c3ccccc3OC)CC2)c([N+](=O)[O-])cc1OC	-0.6	0.6	12.5	-13.1	i	-10.6	-2.9	-9.7	-4.0
O=C(CN1C(=O)COc2ccc(Cl)cc21)N1CCc2ccccc21	8.6	2.8	-5.2	-4.1	i	2.0	-0.1	-5.9	8.2
CC1CN(C2CCCCC2)C(=S)NC1=O (centres undefined)	-0.9	0.2	-4.1	-8.8	i	-2.4	-0.1	-1.6	-1.5
O=C(NCCCCc1ccccc1)c1ccccc1Br	0.1	0.3	7.6	0.4	i	4.0	-3.3	0.1	10.7
Cc1cc2ccccn2c1C(=O)c1ccc(N/N=C/c2ccc(C(=O)O)cc2)c([N+](=O)[O-])c1	3.2	0.3	-9.4	-49.9	i	8.9	-1.1	-7.0	-11.8
CCOC(=O)C1CCN(S(=O)(=O)c2ccc3c(c2)CC(=O)N3)CC1	0.3	0.2	7.5	-2.6	i	6.4	0.5	0.0	-9.6
CCOc1ccc(NC(=O)CN(C)C(=O)c2cn(-c3ccc(F)cc3)nc2-c2cccc(OC)c2)cc1OCC	0.8	-1.3	-2.7	16.4	i	15.5	1.6	3.3	-4.2
CCOc1ccc(C(c2c(NC(=O)c3ccccc3)sc(C)c2C)N2CCN(C)CC2)cc1 (centres undefined)	-2.9	0.7	5.3	25.7	nt	-5.6	-1.1	1.4	-8.4
COc1cccc(CNc2nc3cc(-c4ccccc4)sc3c(=O)n2C)c1OC	1.0	-0.4	-7.2	20.8	i	3.3	-8.4	-0.3	-7.4
CC(c1ccccc1)N1C(=O)NC(NC(=O)c2cccnc2)(C(F)(F)F)C1=O (centres undefined)	0.1	0.4	-2.9	-3.7	i	2.3	-3.2	-1.7	3.3
CCOC(=O)C1CCCN(c2nc(C)nc3c2oc2ccccc23)C1 (centres undefined)	1.6	-0.5	-4.3	10.2	i	11.6	-1.9	-1.5	1.1
O=S1(=O)CC(NCc2ccccc2)C(Nc2ccc(Cl)cc2)C1 (centres undefined)	1.5	-0.5	-3.7	0.6	i	2.2	-2.7	4.3	-6.9
Cc1ccc(NS(=O)(=O)c2ccc(C(=O)N3CCOCC3)cc2)cc1	1.1	-1.1	-7.7	-3.5	i	-3.5	2.4	-0.9	-5.3
O=C(Cn1nnc(-c2ccc(Cl)cc2)n1)NCc1ccco1	2.0	2.1	-4.8	0.5	i	0.2	0.8	-8.8	5.6
O=C(CC1C(=O)NCCN1Cc1ccc(-c2ccccc2)cc1)NCC1CC1 (centres undefined)	-3.4	-0.5	6.3	-4.4	i	-1.7	0.5	-8.1	7.0
CCN(CC)S(=O)(=O)c1ccc(NC2c3ncccc3C(=O)N2Cc2ccccc2)cc1 (centres undefined)	1.2	1.0	-9.6	1.9	i	-3.8	1.2	-4.2	-6.7
COc1ccc(C(=O)NCC(=O)OCC(=O)c2c(C)[nH]c3ccccc23)cc1OC	0.2	1.5	-6.3	1.1	i	-2.5	0.4	-5.2	0.1
CC(C(=O)N1CCCCC1)N1CCN(S(=O)(=O)c2ccc(Cl)cc2)CC1 (centres undefined)	0.4	-0.3	6.8	-0.7	i	11.3	1.2	-0.7	2.3
CC(=O)OCc1cc2cccc(C)c2[nH]c1=O	-0.3	-0.4	17.9	-6.8	i	-2.0	-3.8	-4.6	-6.5
O=C(/C=C/c1ccc([N+](=O)[O-])cc1)NCCN1C(=O)S/C(=C\c2ccc(F)cc2)C1=O	1.6	0.6	4.1	5.7	i	-3.7	-1.1	-3.0	3.6
COc1ccc(C(NC(=O)C2C3C=CC(C3)C2C(=O)O)c2ccccc2)cc1 (centres undefined)	-6.4	0.3	0.3	-3.7	i	-2.5	-0.3	-0.3	4.7
C#CCCCCCCC#CCN(C)C	4.0	-0.1	-0.4	-4.0	i	-7.5	-0.5	-11.2	-10.2
COc1ccc(-c2cc(-c3nnc(-c4ccncc4)o3)c3ccccc3n2)cc1	-1.3	0.5	-14.5	24.0	nt	0.4	-0.3	-0.3	-4.7
CCOC(=O)C1CCCN(Cc2ccc(OCc3ccccc3)cc2)C1 (centres undefined)	3.8	-1.3	12.0	9.8	i	-14.5	2.9	-6.8	0.4
Cc1cccc(OCC(=O)Nc2ccc(CN3CCOCC3)cc2)c1C	0.0	-0.4	9.2	-1.4	i	19.7	1.1	-1.0	-0.9
CCOC(=O)c1ccc(NC(=O)CSc2nnc(CNC(=O)c3ccccc3F)o2)cc1	-2.9	-1.3	10.5	-2.8	i	12.4	-2.6	-1.8	0.1
CC(C)N(C)c1ncnc2c1ncn2[C@H]1CN(Cc2cccs2)C[C@@H](CO)O1	-3.0	0.5	6.5	-6.8	i	1.1	1.4	-0.2	-3.9
O=C1C=Cc2cccc3ccc(O)c1c23	-8.8	1.1	3.9	3.4	i	10.6	0.9	-3.0	2.3
Cc1cc(Cl)ccc1OCCCC(=O)OCC(N)=O	-1.3	-0.8	2.2	-0.7	i	-2.3	-2.0	-5.0	1.0
CN(C)c1cccc(C(=O)N(Cc2ccccc2)Cc2ccccc2)c1	-1.7	1.6	-6.7	23.9	nt	-4.0	-2.3	-3.6	-13.8
COc1ccc(CC(=O)NC(C)c2nnc(SCC(=O)c3ccc(Br)cc3)n2C)cc1 (centres undefined)	2.6	-0.3	-13.8	0.5	i	1.0	2.9	-2.5	2.3
CC(C)c1nc2oc3c(=O)[nH]cnc3c2c2c1COC(C)(C)C2	3.2	-0.9	0.8	1.5	i	10.0	3.0	-4.0	-13.1
Cc1ccccc1NS(=O)(=O)c1ccc(-c2ccc(=O)[nH]n2)o1	-3.6	-0.9	-3.5	-8.3	i	19.1	-1.6	-3.3	1.8
CCC/C=C/c1ccc(CN2C(CC(C)C)C(=O)N(Cc3cn(CCC4OCCO4)nn3)CCS2(=O)=O)cc1 (centres undefined)	0.9	-1.6	7.2	17.1	i	-2.8	0.6	-0.3	3.5
N=c1n(CCN2CCCCC2)c2ccccc2n1CC(=O)c1cccs1	3.3	-0.5	5.9	-3.7	i	-7.2	-2.5	-6.5	-7.4
Cc1cc(Br)c(NC(=O)COC(=O)CC2CC3CCC2C3)c(Br)c1 (centres undefined)	2.8	-0.3	0.2	25.2	i	4.4	-0.9	-0.4	6.0
O=C(OCCN1C(=O)c2cccc3c(N4CCOCC4)ccc(c23)C1=O)c1ccc(Cl)cc1Cl	-163.6	-0.1	132.3	-91.6	i	-15.8	-5.9	-4.6	-50.0
O=C(Cc1ccccc1)N1CCN(S(=O)(=O)c2cccc([N+](=O)[O-])c2)CC1	2.0	1.9	4.7	2.0	i	-10.1	2.6	-6.4	-1.2
Cc1[nH]c2ccccc2c1C(=O)/C=C\c1ccccc1Cl	-2.7	2.2	-6.8	12.7	i	1.5	-2.1	-3.3	2.7
CCc1nnc(NC(=O)CSc2ccc(-c3ccc(C)cc3)nn2)s1	4.0	-1.5	-9.2	-1.9	i	2.7	0.4	-0.6	0.7
CNC(=O)c1ccsc1NC(=O)CS(=O)(=O)c1ccc(Cl)cc1	3.6	-0.5	5.8	-5.6	i	9.5	1.4	0.4	0.3
COc1ccc(NC2=Nc3cccc4cccc2c34)cc1	-10.5	0.0	-110.4	-1.3	i	11.3	-6.0	-2.5	-52.1
